Pf gametocyte: late stage P. falciparum gametocyte viability inhibitors, primary screen, ATP luminescence, HTS. P. falciparum stage V gametocytes, 24 h. inhibition, % at 10.9 µM. 0.065% of 150,000 active. AID 743093, 2013;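 active = inhibition above the mean plus 3 SD of compounds within the control limits, set per campaign, cut at about 38% in these data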;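 also: 0% = DMSO wells and 100% = medium only without gametocytes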
Starred values were filed as active, the others as inactive. These rows are one share of the data (hit frequency here may not be typical).

SMILES	Pf gametocyte
Cc1c(/C(O)=C2/C(=O)C(=O)N(CCN3CCOCC3)C2c2ccco2)cnn1-c1ccccc1 (stereo unspecified)	7
O=S(=O)(c1cccc(C(F)(F)F)c1)N1CCC(CO)(CCCc2ccccc2)CC1	19
C=C(C)CNC(=O)c1ccc2nc(Cc3ccc(OC)cc3)oc2c1	7
C=CCS(=O)(=O)N1CCCC(N(C)CCc2ccc(OC)c(OC)c2)C1 (stereo unspecified)	20
C=CCCC(=O)NC1CC(C)(C)Cc2c1cnn2-c1cccc(F)c1 (stereo unspecified)	3
O=[N+]([O-])c1ccc2nonc2c1Nc1ccccc1	-10
Cc1ccc(N(C(C)C(=O)N2CCN(Cc3ccccc3)CC2)S(C)(=O)=O)cc1 (stereo unspecified)	24
CCOc1cc(C)ccc1OCc1nnc(SCC(=O)Nc2cccc(C(=O)O)c2)n1-c1ccccc1	16
OCC[C@@H]1C[C@@H](O)[C@H](O)[C@@]2(CCc3ccccc3CO2)O1	-28
O=C(O)c1ccccc1N(c1ccccc1)c1ccccc1	19
COc1ccc(C(=O)CC(=O)c2ccc(F)cc2)cc1	-4
COc1ccc(C(=O)NCCNc2nc3ccc(C)cc3cc2C#N)cc1OC	-5
Cc1ccc(C2=NOC(C)(c3sc(-c4ccc(Cl)cc4)nc3C)C2)cc1 (stereo unspecified)	-4
COCCNC(=O)c1cccc(OC2CCN(Cc3ccc(Cl)c(F)c3)CC2)c1	-8
Oc1cccc(C=Nc2cccc3ccccc23)c1O	-29
O=C(CSc1nnc(-c2cccs2)n1-c1ccccc1)c1ccc2c(c1)OCCO2	-10
O=C(NCCc1ccccc1)C(=O)c1c[nH]c2ccccc12	21
COc1ccc2nc(C3CCCCC3)c3c(c2c1)CCC3	-17
COc1cccc(/C=C/c2nc(C#N)c(NCC(C)C)o2)c1	4
CCCNC(=O)c1c(CSc2ccc(Cl)cc2)noc1C(=O)NCc1ccccc1	4
CCCCC1CCCOC(C(=O)NCCNCCO)(C(F)(F)F)C1 (stereo unspecified)	-22
COc1ccccc1N(CC(=O)NC(C)(C)C)C(=O)CCC(=O)Nc1ccccn1	-2
Cc1nc(N2CCN(Cc3ccc4c(c3)OCO4)CC2)c2oc3ccccc3c2n1	22
O=C(C[n+]1cccc2ccccc21)c1ccc(Br)cc1	13
COC(=O)[C@@H]1C[C@@H](C(=O)O)[C@H](C)C1(C)C	-9
Cc1ccc(-c2cc(-c3ccccc3)nc(NN)n2)cc1	-15
CN1CCN(S(=O)(=O)c2ccc([N+](=O)[O-])cc2)CC1	3
CC(C)C[C@@H](CO)N1CCN(Cc2cccnc2)CCC1=O	12
COc1ccc(N/C(N)=N/c2nc(C)cc(=O)[nH]2)cc1	-7
O=C(/C=C/c1ccccc1)NCCc1c[nH]c2ccccc12	-8
CC(=O)Oc1ccccc1C(=O)N(C1CCCCC1)C1CCCCC1	-12
Cc1ccc(/C(O)=C2\C(=O)C(=O)N(C)C2c2ccc([N+](=O)[O-])cc2)cc1 (stereo unspecified)	1
COc1ccc(CN2CC(=O)N3[C@H]4c5ccc(OC)cc5OC[C@@H]4[C@H](c4ccccc4)[C@]3(C)C2=O)cc1	5
CCCCNC(=S)N(CCN(CC)CC)Cc1cc2cc3c(cc2[nH]c1=O)OCCO3	-13
Cc1noc(C)c1NC(=O)N(C)C[C@H]1Oc2ccc(NC(=O)CCN3CCOCC3)cc2C(=O)N([C@H](C)CO)C[C@@H]1C	18
O=C1NC(=Nc2ccccc2Br)SC1(CO)CO	1
CC1CN(CCOc2ccc(F)cc2)CC(C)O1 (stereo unspecified)	-8
CCOc1cc(-c2sc(Nc3ccccc3)n[n+]2C)ccc1OC	-20
O=S(=O)(c1ccc(F)c(F)c1)N1CCN(CCc2ccccc2)CC1	-18
COc1cc(C2C(C(=O)c3cccs3)=C(O)C(=O)N2CCN2CCOCC2)ccc1OCCC(C)C (stereo unspecified)	-2
CNC(=S)N1N=C(c2cccs2)CC1c1ccc(OC)cc1 (stereo unspecified)	-13
O=C(Nc1ccc(F)cc1)c1cccc2ccccc12	-4
CCOc1ccccc1C(=O)Nc1ccc2c(c1)C(=O)NC2=O	12
CCOC(=O)c1cc(-c2ccccc2C)nn1CC1CC(c2ccc(OC)cc2)=NO1 (stereo unspecified)	2
O=C(NC12CC3CC(CC(C3)C1)C2)c1ccc([N+](=O)[O-])o1	9
COc1ccc(NC(=O)CSc2nc3ccccc3c(=O)n2C)cc1	17
O=C(NCCc1c[nH]c2ccccc12)c1ccccc1	14
CNC[C@H](NC[C@@H](NCCCc1ccccc1)c1ccccc1)[C@H](C)O	-7
CN=C1S/C(=C\c2cccc(Cl)c2Cl)C(=O)N1C	13
CCOc1cc(NC(=O)c2ccco2)c(OCC)cc1NC(=O)COc1ccccc1C	16
CC(=O)C[C@H]1c2cc(C(F)(F)F)ccc2S(=O)(=O)N1C1CCCC1	-6
COC(CNS(=O)(=O)c1ccc(S(=O)(=O)NC2CC2)cc1)OC	-7
COCCCNc1nc2c(c(=O)n(Cc3ccc(Cl)cc3)c(=O)n2C)n1C	2
NC(=O)C1CCN(c2nc(-c3ccccc3Br)cs2)CC1	-18
Cc1ccc(S(=O)(=O)N(Cc2ccccc2)C(C)C)cc1	-3
O=C(Nc1cccc(F)c1)C1CCCCC1	-15
O=C(Cn1c(=O)oc2ccccc21)Nc1ccccc1Cl	3
O=C(NCC1CC1)c1onc(CSc2ccc(F)c(F)c2)c1C(=O)NCC1CC1	-7
c1ccc(OCCSc2ncnc3nc[nH]c23)cc1	-34
COc1ccccc1N1CCN(Cc2ccc(C(=O)O)cc2)CC1	-10

More entries follow.
SMILES	Pf gametocyte
CC(C)(C)N1[C@@H](CC(=O)O)c2cc(C(F)(F)F)ccc2S1(=O)=O	-10
CCCn1cnc2scc(-c3ccc(OC)cc3)c2c1=O	1
C=CCC[C@@H](Cc1ccc(F)cc1)C(=O)OC[C@@H](NC(=O)[C@H](CC=C)CC(=O)N(CCO)Cc1ccccc1)c1ccccc1	12
O=C1C=C(c2ccc3c(c2)OCO3)C[C@@H](c2ccc3c(c2)OCO3)C1	5
COc1cccc(-c2csc(N3CCN(C(=S)NCC(C)C)CC3)n2)c1	26
COc1ccc(C2=NN(C(=O)CCC(=O)O)C(c3ccc(Br)cc3)C2)cc1 (stereo unspecified)	-10
CCN(CC)C(=O)Cn1c(=O)n(Cc2ccc(F)cc2)c(=O)c2sccc21	-10
Cc1cc2ncn(S(=O)(=O)c3ccc(S(N)(=O)=O)cc3)c2cc1C	-12
COc1cc(OC)c(OC)cc1CNCc1ccc2c(c1)OCO2	0
Cc1[nH]c(=O)[nH]c(=O)c1S(=O)(=O)Nc1ccc(S(N)(=O)=O)cc1	11
CC(C)(C)N1CC(C(=O)Nc2cccc(Cl)c2Cl)CC1=O (stereo unspecified)	11
CCN1C(=O)[C@H]2[C@@H](c3ccc(C)cc3)N3C(=O)N(c4cccc(Cl)c4)C(=O)[C@@]3(CC)[C@H]2C1=O	18
Cc1ccc(S(=O)(=O)N(C)C[C@H]2Oc3ccc(NC(=O)C4CCCCC4)cc3C(=O)N([C@H](C)CO)C[C@H]2C)cc1	6
COc1ccc(-n2ncc3c(=O)n(CC(=O)N(C(C)C)C(C)C)cnc32)cc1	-22
COc1ccccc1-c1nnc2n1N=C(c1ccc(OC(F)F)c(OCC3CC3)c1)CS2	-4
Cn1c(C(=O)N/N=C/c2ccccc2)cc2ccccc21	-23
Cc1ccc(CSc2nc3nc(C)cc(C)n3n2)cc1	5
O=C1c2cccc3cccc(c23)C(=O)N1CCCn1ccnc1	2
CC(C)=CCC[C@](C)(O[C@@H]1O[C@H](CO[C@@H]2O[C@H](CO)[C@@H](O)[C@H](O)[C@H]2O)[C@@H](O)[C@H](O)[C@H]1O)C1CC[C@]2(C)C1C(=O)CC1[C@@]3(C)CC[C@H](O[C@H]4O[C@@H](CO)[C@H](O)[C@@H](O)[C@@H]4O)C(C)(C)C3CC[C@]12C (stereo partly specified)	-10
Cc1ccc(S(=O)(=O)NC(=S)c2ccccc2)cc1	-9
Cc1cccc(C(=O)NC(=S)NCc2ccccc2)c1	-12
O=C1C=C(NC2CCCCC2)CCC1	2
Cc1c(NC(=O)C(C)OC(=O)c2c3c(nc4ccccc24)CCC(C)C3)c(=O)n(-c2ccccc2)n1C (stereo unspecified)	-4
CC(=O)NCCc1c[nH]c2ccc(OCc3ccccc3)cc12	20
O=S(=O)(Nc1cccc(Br)c1)c1cccc2nsnc12	4
CCOC(=O)C1=C(C)N(CCCCCC(=O)O)C(=O)NC1c1ccc([N+](=O)[O-])cc1 (stereo unspecified)	-3
CC(C)(C)n1ncc2c(=O)n(Cc3cc(F)c(Cl)cc3Cl)cnc21	12
COc1ccc(C(=O)Nc2ccccc2N2CCOCC2)cc1Br	6
Cn1c(CC(=O)Nc2ccccc2)cc2ccccc21	-8
O=C(Nc1cc(-c2ccccc2)nn1-c1ccccc1)c1ccccc1F	-10
CCOC(=O)COc1ccc2c3c(c(=O)oc2c1)CCCC3	0
CNC(=O)/C(C#N)=C/c1ccc(OCCOc2ccccc2)cc1	15
COc1ccc(N(CC(=O)NC(C)(C)C)C(=O)CCC(=O)Nc2nccs2)cc1	-7
COc1ccc(CN2CC[C@@H](N3CCOCC3)[C@H](O)C2)cc1F	-3
c1ccc(CCc2cc3ccccc3[nH]2)cc1	9
O=C(O)c1cccc(Nc2nc(-c3cc4ccccc4oc3=O)cs2)c1	4
O=C1[C@H](Cc2ccccc2)NCC=CC[C@@H](c2ccc(Cl)cc2)N1Cc1ccccc1	-2
Cc1ccc(S(=O)(=O)N2CCOCCOCCOCCOCCOCC2)cc1	7
OCCNc1nc(-c2ccccc2)c2cc(Br)ccc2n1	0
O=Cc1cn(-c2ccccc2)nc1-c1ccc(F)cc1	-21
Cc1ccc2[nH]cc(CCNC(=O)c3ccc4c(c3)OCO4)c2c1	16
COc1ccc(-c2c(-c3cc(OC)cc(OC)c3)n(C)c3ccc(-c4ccc(OC)nc4)cc23)cc1	-18
C=CCNc1oc(C2CCCC2)nc1C#N	-20
CN1CCN(Cc2nc3ccccc3n2C)CC1CCO (stereo unspecified)	14
COc1ccc(S(=O)(=O)N(C)C[C@H]2Oc3ccc(NC(=O)NC4CCCCC4)cc3C(=O)N([C@H](C)CO)C[C@@H]2C)cc1	5
Cc1ccc(N2C(=O)CC(Sc3ncccn3)C2=O)cc1C (stereo unspecified)	-13
Cc1ccc(NC(=O)C2C3CCC(O3)C2C(=O)O)cc1Cl (stereo unspecified)	11
Cc1n(Cc2ccccc2)c2ccccc2[n+]1Cc1ccccc1	2
CCC/C(C#Cc1ccsc1)=C1/c2ccccc2C(=O)N1c1ccccc1	8
COc1ccc(CNC(=O)C2(CC3CC(c4ccccc4)=NO3)CCNCC2)cc1 (stereo unspecified)	14
CCN(CC)CCn1c(=N)n(CC(=O)c2ccc(C)cc2)c2ccccc21	12
CCN(CC)CCN(Cc1cc2cc3c(cc2[nH]c1=O)OCO3)C(=S)NCCCOC	12
CCOC(=O)C1=C(C)N(CCCC(=O)O)C(=O)NC1c1ccccc1OC(=O)c1cccs1 (stereo unspecified)	-21
COC(=O)c1cn(C(=O)c2cc(Br)ccc2Cl)c2ccccc12	-8
C=CCOc1ccccc1CN1CCCCCC1	0
OCC[C@@H]1C[C@H](O)[C@@H](O)[C@]2(CCCc3ccccc3O2)O1	-21
NC(c1ccccc1)c1ccncc1 (stereo unspecified)	9
CCOC(=O)c1ccc(OCCOc2ccccc2C)cc1	-6
COCCN(C(=O)c1ccc(OC2CCN(S(=O)(=O)N(C)C)CC2)cc1)C(C)C	-3
O=C(O)CSc1nnc(COc2cccc3ccccc23)o1	6

Later entries:
SMILES	Pf gametocyte
O=C(CCCOc1ccc(Cl)cc1)NC1CCCCC1	0
CCOC(=O)C1=C(C)N(CCCC(=O)O)C(=O)NC1c1ccc(C(F)(F)F)cc1 (stereo unspecified)	-23
Cc1oc2c(O)c(O)ccc2c(=O)c1-c1ccc(Cl)cc1	-6
CCCNC(=O)C1CC(=O)N(c2ccc(OCc3ccc(Cl)cc3)cc2)C1 (stereo unspecified)	-8
Cc1ccccc1CN1CCN(CC(=O)NCc2ccccc2)CC1	-2
CCCCNC(=O)c1onc(CSc2nc3ccccc3[nH]2)c1C(=O)NCCCC	4
CC[C@]12C(=O)N(C)C[C@H]([C@@H]3C(=O)N(C)C(=O)[C@@H]31)N2C(=O)c1ccc(Br)cc1	-32
O=C1C2C3CCC(O3)C2C(=O)N1c1cccc(O)c1 (stereo unspecified)	14
COc1ccccc1C1C2=C(CCCC2=O)N(CC(=O)O)C2=C1C(=O)CCC2	-16

Entries above that have a COOH group, in the order listed:
SMILES	Pf gametocyte
CCOc1cc(C)ccc1OCc1nnc(SCC(=O)Nc2cccc(C(=O)O)c2)n1-c1ccccc1	16
O=C(O)c1ccccc1N(c1ccccc1)c1ccccc1	19
COC(=O)[C@@H]1C[C@@H](C(=O)O)[C@H](C)C1(C)C	-9
COc1ccccc1N1CCN(Cc2ccc(C(=O)O)cc2)CC1	-10
CC(C)(C)N1[C@@H](CC(=O)O)c2cc(C(F)(F)F)ccc2S1(=O)=O	-10
COc1ccc(C2=NN(C(=O)CCC(=O)O)C(c3ccc(Br)cc3)C2)cc1 (stereo unspecified)	-10
CCOC(=O)C1=C(C)N(CCCCCC(=O)O)C(=O)NC1c1ccc([N+](=O)[O-])cc1 (stereo unspecified)	-3
O=C(O)c1cccc(Nc2nc(-c3cc4ccccc4oc3=O)cs2)c1	4
Cc1ccc(NC(=O)C2C3CCC(O3)C2C(=O)O)cc1Cl (stereo unspecified)	11
CCOC(=O)C1=C(C)N(CCCC(=O)O)C(=O)NC1c1ccccc1OC(=O)c1cccs1 (stereo unspecified)	-21
O=C(O)CSc1nnc(COc2cccc3ccccc23)o1	6
CCOC(=O)C1=C(C)N(CCCC(=O)O)C(=O)NC1c1ccc(C(F)(F)F)cc1 (stereo unspecified)	-23
COc1ccccc1C1C2=C(CCCC2=O)N(CC(=O)O)C2=C1C(=O)CCC2	-16

Assay outcomes: PubChem, The Scripps Research Institute Molecular Screening Center
